Screening data as filed in PubChem BioAssay.
OPRM1-OPRD1 ag – agonists of OPRM1-OPRD1 heterodimerization, primary screen, cell-based, luminescence; Mu-type opioid receptor (Homo sapiens) + Delta-type opioid receptor (Homo sapiens), …; cells; activation, % at 9.3 µM; actives 0.3% (n = 340,000); AID 504326, 2011; in the data active = activation above about 18%;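 also: 0% = vehicle-treated cells and 100% = reference agonist; values of inactives mirror those of a sister screen read the other way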
Target sequence (P35372 whole entry, looked up): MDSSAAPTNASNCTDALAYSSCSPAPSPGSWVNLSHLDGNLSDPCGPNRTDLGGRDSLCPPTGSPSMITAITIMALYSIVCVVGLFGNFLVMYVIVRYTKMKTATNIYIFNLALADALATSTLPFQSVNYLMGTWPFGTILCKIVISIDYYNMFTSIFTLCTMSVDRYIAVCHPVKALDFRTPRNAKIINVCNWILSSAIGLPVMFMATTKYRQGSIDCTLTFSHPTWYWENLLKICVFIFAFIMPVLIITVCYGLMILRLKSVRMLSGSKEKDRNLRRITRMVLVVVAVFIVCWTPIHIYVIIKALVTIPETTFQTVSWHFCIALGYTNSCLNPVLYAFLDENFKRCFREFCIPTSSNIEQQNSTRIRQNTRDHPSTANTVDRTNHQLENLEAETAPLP
Target sequence (P41143 whole entry, looked up): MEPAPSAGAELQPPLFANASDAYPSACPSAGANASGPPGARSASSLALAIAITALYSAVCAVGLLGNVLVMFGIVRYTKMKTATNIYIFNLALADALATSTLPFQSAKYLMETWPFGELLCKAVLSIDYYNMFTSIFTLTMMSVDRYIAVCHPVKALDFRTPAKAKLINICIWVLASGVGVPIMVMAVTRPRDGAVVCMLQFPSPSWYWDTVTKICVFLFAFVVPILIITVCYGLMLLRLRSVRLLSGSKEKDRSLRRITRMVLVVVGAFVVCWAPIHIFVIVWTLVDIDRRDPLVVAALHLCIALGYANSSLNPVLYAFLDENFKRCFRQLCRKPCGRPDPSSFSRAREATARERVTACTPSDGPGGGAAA
Wnt act – Wnt/beta-catenin pathway activators, primary screen, cell-based, plate reader, single point | activation, % at 9.35 µM | AID 743398, 2014 | Wnt/beta-catenin reporter cell assay, activator | actives 1.2% (n = 300,000); in the data active = activation above about 30%, passing the limit was not always enough;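 also: 0% = neutral control wells and 100% = positive control wells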
MOR-DOR inv ag – inverse agonists of MOR-DOR heterodimerization, primary screen, cell-based, luminescence | cell-based MOR-DOR heterodimer luminescence, inverse agonism | inhibition, % at 9.3 µM | actives 0.21% (n = 340,000) | AID 504357, 2011; in the data active = inhibition above about 22%, passing the limit was not always enough;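 also: 0% = cells with DMSO and 100% = wells without cells with DMSO; values of inactives mirror those of a sister screen read the other way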
Keap1-Nrf2 PPI – Keap1-Nrf2 protein-protein interaction inhibitors, primary screen, biochemical, fluorescence polarization, single point | Kelch-like ECH-associated protein 1 (Homo sapiens), Q14145 | Keap1 Kelch-Nrf2 peptide fluorescence polarization, 1536-well | inhibition, % at 9.4 µM | actives 0.15% (n = 340,000); in the data active = inhibition above about 12%;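 also: human Keap1 Kelch domain with fluorescein labeled Nrf2 9mer peptide probe; 0% = neutral control wells and 100% = peptide positive control; higher means more block of Keap1 binding to Nrf2 peptide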
Pemphigus Ab inh – inhibitors of pemphigus antibody binding to DSG3, primary screen, biochemical, bead-based, flow cytometry, scFv-GFP; DSG3-coupled beads, scFv-anti-DSG3-GFP binding; hits give low values; actives 0.48% (n = 310,000); Desmoglein-3 (Homo sapiens), P32926; binding (percent of control), % at 10 µM;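 active = binding more than 3 SD below its plate's average and above zero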;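 also: hits lower antibody fragment binding to DSG3; some compounds called inactive have numbers as strong as hits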
Arrestin-AP2 inh – inhibitors of beta-arrestin/AP2 binding, primary screen, biochemical, GPCR trafficking, flow cytometry; FITC-arrestin peptide / GST-AP2 beads; AP2 beta2 appendage carries R879A mutation; actives 0.31% (n = 340,000); inhibition, % at 10 µM; beta-arrestin 1 C-terminal peptide binding to AP2 beta2-adaptin appendage (human);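 active = inhibition above a set limit, near 3 SD of compounds lacking own fluorescence, cut at about 54% in these data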;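 also: plate controls were DMSO wells for no effect and 5 µM unlabelled arrestin peptide for full effect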
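Material – AP2 appendage R879A on GSH beads · Buffer or medium – PBS with 0.05% Tween 20 and 0.1% BSA · Probe or stimulus – fluorescein-tagged arrestin peptide at 50 nM final · Incubation – compound with beads 12 min RT, then probe 1 h RT · Detection – high-throughput flow cytometry of beads, ex 488, em 535 nm · Evaluation – percent response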
C-LANA FP – inhibitors of KSHV C-LANA binding to DNA, primary screen, biochemical, fluorescence polarization, FAM-LBS DNA, MBP-C-LANA, single point; Kaposi's sarcoma herpesvirus LANA C-terminal domain (residues 932-1162) DNA binding; inhibition, % at 9 µM; actives 0.078% (n = 340,000); AID 504423, 2011;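 active = highest replicate inhibition at or above 60% at 9 µM, even if other replicates fall short; inactive = all replicates below 60% inhibition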;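 also: 0% = neutral control wells and 100% = 4 µM acridine orange control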
V-ATPase pH – regulators of yeast V-ATPase proton pumping, primary screen, pHLuorin cytosolic pH fluorescence; response, % at 10 µM; S. cerevisiae; AID 504577, 2011; actives 0.37% (n = 350,000); in the data active = response mostly above about 7.3%, no sharp cut-off; inactive = mostly below about 5.4%; also: actives read high; inactives centre near 0; some compounds called inactive have numbers as strong as hits; reference of the scale not given here
RTF Ca sens act – cardiac RTF calcium sensitivity activators, primary screen, biochemical, IANBD-TnC fluorescence, EC20 calcium; actives 0.24% (n = 340,000); IANBD-labeled TnC RTF fluorescence at EC20 calcium; 0% EC20 calcium, 100% full calcium; activation, % at 7.2 µM; Troponin I, cardiac muscle (Homo sapiens) + Troponin T, cardiac muscle (Homo sapiens) + …; AID 493008, 2010;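 active = activation above the mean over all tested compounds plus 3 SD, cut at about 30% in these data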;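 also: rise in fluorescence read as greater calcium sensitivity of cardiac thin filaments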
Cardiac RTF inh – cardiac RTF calcium sensitivity inhibitors, primary screen, biochemical, IANBD-TnC fluorescence, EC70 calcium; Troponin I, cardiac muscle (Homo sapiens) + Troponin T, cardiac muscle (Homo sapiens) + …; IANBD-labeled cardiac RTF, Ca2+ fluorescence; inhibition, % at 7.15 µM; actives 0.12% (n = 340,000); AID 493244, 2011;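 active = inhibition above the mean inhibition of all tested compounds plus 3 SD, cut at about 17% in these data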;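 also: assay run at fixed EC70 calcium of 1.6 mM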
Numbers without * were called inactive; nt = not tested or not shown.

SMILES	OPRM1-OPRD1 ag	Wnt act	MOR-DOR inv ag	Keap1-Nrf2 PPI	Pemphigus Ab inh	Arrestin-AP2 inh	C-LANA FP	V-ATPase pH	RTF Ca sens act	Cardiac RTF inh
CC(C)(C)C1CCc2c(sc3nc(SCC(=O)O)nc(N)c23)C1 (centres undefined)	0.0	-3.8	-0.1	-1.0	93.2	27.2	4.5	-1.6	0.1	6.6
CCOCCCn1c(SCC(=O)Nc2cc(OC)ccc2OC)nc2ccccc2c1=O	0.7	-2.2	-3.5	1.9	108.1	34.6	1.1	2.1	2.9	-7.6
COCCCNc1nc2nonc2nc1N1CCN(Cc2cccc(C)c2)CC1	2.9	-4.6	-15.2	-6.7	104.5	-5.7	0.1	-2.1	7.5	-9.8
CN(C)S(=O)(=O)N1CCN(CC(O)COc2ccc3cc(Br)ccc3c2)CC1 (centres undefined)	0.9	nt	-4.0	-2.4	nt	1.3	0.1	-1.3	-2.6	-0.9
COc1ccc(Br)cc1C1CC(=O)C(C)C(c2cc(Br)ccc2OC)N1 (centres undefined)	-2.3	1.0	10.3	-4.8	91.6	11.1	-1.3	-1.0	-2.2	5.6
COC1OC(COC(=O)CNC(=O)OC(C)(C)C)C(O)C(O)C1O (centres undefined)	-4.4	-2.3	22.6	4.6	92.2	6.4	0.3	-5.8	-0.6	-0.3
CCn1nc(C)c(C2C(C#N)=C(N)OC3=C2C(=O)CCC3)c1C (centres undefined)	-0.2	-1.8	1.1	-2.4	99.9	-6.1	1.6	-3.0	-2.8	-4.9
CCN(C(=O)c1cc(Cl)ccc1OC)C1CCCCC1	0.2	nt	-1.2	-1.3	104.4	6.3	-0.4	-0.8	2.2	-3.5
CCOC(=O)c1c(NC(=O)CSc2nnc(-c3cccnc3)o2)sc(C(C)=O)c1C	-1.7	-0.6	10.1	-3.4	103.0	-1.5	1.2	-0.9	-3.3	-3.6
O=C(Nc1ccc(C(=O)N2CCOCC2)cc1)c1ccccc1	-1.6	-1.8	7.6	-2.1	101.3	19.3	-2.7	1.9	-4.6	-11.6
Cc1cc(C)cc(NC(=O)N2C3CCCC2CC(NC(=O)C2CC2)C3)c1 (centres undefined)	-2.1	0.7	13.6	1.3	92.5	18.8	-1.3	-7.2	-4.7	0.5
O=C(CN1CCOCC1)OCCCC1CCCCC1	-2.3	0.0	12.9	2.4	98.4	-5.3	0.4	-0.5	4.3	4.7
Cc1cc(C(=O)Nc2ccc(F)cc2C)n(-c2ccccc2)n1	-3.4	1.3	18.1	1.6	96.1	23.9	-2.0	-0.4	-3.3	5.0
COC(=O)c1cncn1Cc1ccccc1	-0.7	-1.4	3.3	1.4	115.7	-8.6	-2.7	-1.6	4.0	2.1
CCN(C(=O)CN1C(=O)/C(=C/c2ccc(F)cc2)SC1=S)C1CCS(=O)(=O)C1 (centres undefined)	2.1	-1.4	-10.9	4.2	103.5	-19.3	-0.4	-2.6	-4.1	5.2
Cc1cc(C)cc(OC(=O)CCN2C(=O)C3C4C=CC(C5CC45)C3C2=O)c1 (centres undefined)	1.1	-31.1	-7.6	-1.4	96.7	-2.6	-0.7	-4.1	4.4	-2.7
CCN(CC)CC(=O)Nc1ccc(-c2nc3cc(NC(=O)CN(CC)CC)ccc3o2)cc1	-3.2	-0.5	13.4	1.5	93.2	-9.9	2.2	-1.7	1.3	6.3
CCC(C)[C@H](NC(=O)Nc1ccc2c(c1)OCCO2)C(=O)O (some centres undefined)	0.2	nt	-1.1	-3.1	86.8	-4.5	1.2	2.5	5.7	-2.6
COc1cccc(OC)c1C(=O)OCC(=O)N1CC(C)CC(C)C1 (centres undefined)	8.3	0.1	-34.4	-2.4	112.8	-9.1	1.3	2.4	-3.8	-10.8
O=Cc1ccc2noc(-c3ccc(F)cc3)c2c1	2.6	1.2	-13.9	-12.2	100.0	4.5	8.9	6.9	9.3	-4.4
COc1cc(Cl)ccc1OCc1cc(C(=O)N(C)Cc2cccc3cnccc23)no1	0.1	10.6	-0.6	-6.2	115.8	-4.9	1.5	-0.7	1.6	0.2
O=[N+]([O-])c1cc(S(=O)(=O)N2CCCCC2)ccc1NCCCN1CCOCC1	-0.4	0.2	2.3	-2.3	101.1	27.0	1.7	0.1	3.1	11.8
Cc1ccc(C)c(S(=O)(=O)N2CCN(C(C)C(=O)Nc3ccccc3-c3ccccc3)CC2)c1 (centres undefined)	0.5	-1.1	-2.8	2.3	89.2	18.2	0.0	5.1	-1.4	8.0
COc1ccc(Br)c(C(=O)OCC(=O)NC2CC2)c1	-1.6	3.0	6.3	-3.4	97.3	5.8	0.1	3.5	3.5	3.4
O=C(O)c1ccccc1-c1ccccc1C(=O)NCCc1ccccc1	0.4	-3.2	-2.1	0.4	107.1	-8.0	1.2	-1.2	1.8	-5.0
N#CCC(=O)N/N=C/c1cc(Br)ccc1OCc1cccc2ccccc12	0.6	1.9	-2.8	-1.3	101.2	32.3	0.1	-3.0	-0.8	6.4
COc1ccc(/C=C/C(=O)Nc2c(C(=O)O)[nH]c3ccccc23)cc1OC	-2.6	4.6	14.1	-3.4	100.0	30.2	0.5	2.0	-1.2	0.7
Cc1cc(C)n2nc(-c3cnn(C)c3C(F)(F)F)cc2n1	-0.6	nt	3.1	-1.0	96.8	-0.5	-1.1	0.7	0.7	-8.5
CC(C)=CCN1CCN(Cc2cc(CC(C)C)n[nH]2)CC1CCO (centres undefined)	-0.4	-10.2	2.0	4.5	95.0	-4.0	-1.9	3.4	3.7	-1.8
O=C(CN1CCCCCC1)NN(Cc1ccccc1)c1ccccc1	-1.0	-1.7	4.8	-1.4	nt	-3.8	0.8	-2.0	3.3	1.8
O=C(NCc1cccs1)c1ccc([N+](=O)[O-])cc1	0.8	-1.6	-4.0	-6.3	nt	8.9	-1.2	4.0	10.9	-7.4
C[C@H](CO)N1C[C@H](C)[C@@H](CN(C)Cc2ccc(C(=O)O)cc2)Oc2c(NC(=O)Cc3ccccc3)cccc2C1=O	-0.1	-1.3	0.7	1.7	106.1	0.1	0.9	2.2	-2.5	-2.8
COCCSc1ccccc1C(=O)Nc1cc([N+](=O)[O-])ccc1OC	-2.6	-0.8	14.1	3.3	97.6	6.7	-1.2	2.3	-3.8	-3.8
Cc1ccccc1OCC(=O)NCC(=O)OCC(=O)c1ccc([N+](=O)[O-])cc1	-1.9	2.4	10.2	-4.8	103.9	11.3	-1.2	4.8	4.6	-4.8
CCC1CN(C(=O)NCc2ccc(C)cc2)c2ccccc2O1 (centres undefined)	3.3	-3.9	-15.5	-0.6	98.0	19.0	-0.7	3.5	-0.1	-7.6
CCOC(=O)Cc1csc(NC(=O)CSc2nc(C)cc(=O)[nH]2)n1	-2.4	nt	14.8	-12.5	105.6	3.4	-2.3	0.6	-1.5	11.8
CN1C(=O)/C(=C/c2ccccc2OCc2cccc(F)c2)N(C)C1=S	-0.7	nt	4.0	-5.0	98.0	3.3	0.6	0.8	7.5	2.5
CC1(C)OC2OC3C(CNCCO)OC(c4ccccc4)OC3C2O1 (centres undefined)	-2.2	-2.1	10.7	-8.4	nt	-2.0	-0.2	-2.5	-2.5	2.9
OCCC1CN(C/C=C/c2ccco2)CCN1Cc1ccccc1 (centres undefined)	-2.5	-0.5	12.2	-6.2	99.6	3.1	0.2	-0.7	0.8	-15.8
O=S(=O)(NCCN1CCOCC1)c1ccc(Cl)c(Cl)c1	-2.6	-1.7	12.2	-7.7	107.2	10.4	-0.4	-2.6	-2.5	-3.1
CCC(C)NC(=O)CS(=O)Cc1nc(-c2ccccc2C)oc1C (centres undefined)	-0.7	-0.1	3.9	-3.3	113.5	-7.0	0.3	3.0	-0.2	-0.4
N=c1oc2ccc([N+](=O)[O-])cc2cc1C(=O)NCc1ccccc1	-3.7	0.4	18.4	-0.9	130.1	6.6	0.3	1.9	0.5	-9.3
Cc1nn(-c2ncc(C(F)(F)F)cc2Cl)c(=O)n1-c1ccc(F)cc1	0.3	0.0	-1.3	0.1	95.4	7.5	2.7	-1.1	-0.1	-2.1
COCCn1nnnc1C(c1cccs1)N1CCN(c2nc3ccccc3s2)CC1 (centres undefined)	-2.5	-3.6	14.1	-5.5	103.9	-13.4	-1.8	3.7	2.0	1.6
CS(=O)(=O)N(CC(=O)N1CCN(Cc2ccccc2)CC1)c1cccc([N+](=O)[O-])c1	-2.2	0.3	10.1	2.5	97.7	-12.7	-0.2	-3.8	-5.0	-6.0
COc1cc2c(cc1OC)CN(C(=S)Nc1cccc(Cl)c1C)CC2	1.7	-1.0	-8.5	-5.4	nt	6.2	-3.1	-1.5	0.5	-5.6
Cc1ccc(S(=O)(=O)N2CCC(C(=O)OCC(=O)NCCc3ccccc3)CC2)cc1C	0.8	1.3	-4.3	nt	105.7	-15.7	nt	0.8	-0.8	-16.9
Cc1cc(N2CCOCC2)c2c(N)c(Br)cc(C)c2n1	-0.8	-2.4	3.2	0.3	96.9	8.4	-1.4	-0.6	-0.9	-2.3
CN(CC(=O)Nc1ccc(Cl)c(C(F)(F)F)c1)CC(=O)NC1CCCCC1	2.5	nt	-10.1	-1.7	nt	-12.6	0.1	-0.9	-1.6	-0.3
CC(Nc1n[nH]c(=O)[nH]c1=O)C(=O)N/N=C/c1cccs1 (centres undefined)	-2.2	-0.3	10.7	-5.9	108.1	1.2	-1.0	3.0	8.2	-33.8
O=C(c1cc2c(cc1Br)OCCCO2)N1CCCCC1	0.7	nt	-3.7	-1.1	120.0	-23.7	-0.1	1.7	0.4	8.8
Cc1ccc(C)c(S(=O)(=O)N/N=C2/CCCc3ccccc32)c1	2.4	nt	-13.6	3.1	101.8	3.0	-0.7	-1.5	6.3	-1.2

Look-ups from the entries so far.
`COc1cc(Cl)ccc1OCc1cc(C(=O)N(C)Cc2cccc3cnccc23)no1` @ V-ATPase pH = -0.7
`N#CCC(=O)N/N=C/c1cc(Br)ccc1OCc1cccc2ccccc12` @ Cardiac RTF inh = 6.4

Random draw from the library. About 3.1% of those tested had a hit in this group.
